# Assay outcomes as filed in PubChem BioAssay.
# VP16 counter: inhibits Gal4-VP16 luciferase reporter, ROR gamma counter-screen; AID 2546; Drosophila S2 Gal4-VP16 UAS-luciferase, luminescence, 20 h; Potency, µM (doses to about 53.6 µM), for inactives: at the highest dose activity, negative = inhibition, most hits filed as inhibitors; 310,000 tested, 3.5% active;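 note: Gal4-VP16 expression switched on by copper sulfate through the metallothionein promoter; potency is the fitted concentration of half-maximal effect; % is set by controls: 0 for no effect and ±100 for the full control effect; nearly all actives have a fitted effect of over 50% in size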
# KCNH2 3.1 block: inhibitors of human KCNH2 3.1 potassium channel isoform; U2OS KCNH2 3.1, thallium flux FluxOr; active compounds read low; activity change, % (tested at about 1.8 µM); 340,000 tested, 0.95% active;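 active = maximum activity change below -70%; inconclusive = maximum activity change from -70% to -50%; inactive = maximum activity change above -50%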;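 note: thallium influx rate constant from kinetic fluorescence after stimulation buffer; % is set by controls: 0 for no effect and ±100 for the full control effect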
#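 Thallium flux read-out: FluxOr dye with Red40 quencher in HBSS/HEPES, 45 min at RT. Rate constants from kinetic reads were normalized to positive and negative DMSO controls. Cells: U2OS virally expressing the 3.1 isoform.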
# ELG1 genotoxic: inducers of genotoxicity in HEK293T ELG1-luciferase cells. HEK293T ELG1-luciferase reporter, luminescence, 16 h. Potency, µM (highest dose often 46 µM), without a hit: at the highest dose activity change, positive = activation, hits mostly activators. 330,000 tested, 1.3% active; note: potency is the fitted concentration of half-maximal effect; % of control where 0% means no effect; nearly all actives have a fitted effect of over 60% in size
#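 HEK293T cells expressing luciferase-tagged ELG1 were treated with compound or DMSO for 16 hr at 37°C. Luciferase activity was then read after 30 min with ONE-Glo at room temperature; rising signal flags genetic stress.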
# Tb PFK block: inhibitors of T. brucei phosphofructokinase | O15648 | AID 485367 | T. brucei PFK, ADP-Glo luminescence | 330,000 tested, 0.17% active | Potency, µM (series often up to 57.5 µM), for inactives: at the highest dose activity, negative = inhibition, most hits filed as inhibitors;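 note: potency is the fitted concentration of half-maximal effect; 0% = uninhibited 1x PFK enzyme wells and -100% = no-enzyme wells; nearly all actives have a fitted effect of over 60% in size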
# Target sequence (O15648 whole entry, looked up): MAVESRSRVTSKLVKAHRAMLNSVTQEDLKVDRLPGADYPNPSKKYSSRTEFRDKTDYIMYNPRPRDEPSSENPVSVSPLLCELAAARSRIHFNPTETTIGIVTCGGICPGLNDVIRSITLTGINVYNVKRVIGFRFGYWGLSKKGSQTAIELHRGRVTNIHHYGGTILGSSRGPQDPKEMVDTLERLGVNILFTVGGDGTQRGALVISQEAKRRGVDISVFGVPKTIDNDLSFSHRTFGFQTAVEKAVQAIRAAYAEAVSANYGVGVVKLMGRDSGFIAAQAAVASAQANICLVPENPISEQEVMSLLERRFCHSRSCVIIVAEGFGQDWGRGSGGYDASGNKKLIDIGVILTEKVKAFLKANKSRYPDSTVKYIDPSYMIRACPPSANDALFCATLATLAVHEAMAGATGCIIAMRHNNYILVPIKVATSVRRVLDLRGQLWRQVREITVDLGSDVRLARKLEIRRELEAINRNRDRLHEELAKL
#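 ADP-Glo luminescence quantified ADP after 45 min at room temperature, with 1.25 nM T. brucei PFK, 0.1 mM ATP and 0.5 mM fructose-6-phosphate in pH 8.0 TEA buffer. qHTS titrations up to 57 µM; curves classified by quality.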
# FLuc modulator: counter-screen for miR-21 project: firefly luciferase inhibitors or activators | 360,000 tested, 6.9% active | purified FLuc, Km substrates, luminescence inhibition | Potency, µM (top dose mostly 57.5 µM), for inactives: top-dose activity change, negative = inhibition, usual class: inhibitors | P08659;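 note: potency is the fitted concentration of half-maximal effect; plate controls were vehicle for no effect and reference inhibitor for full effect; nearly all actives have a fitted effect of over 55% in size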
#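 Purified P. pyralis luciferase (10nM final) with 10uM D-luciferin and 10uM ATP (Km levels) in 50mM Tris acetate pH 7.5, 10mM Mg acetate, 0.01% Tween-20, 0.05% BSA; qHTS 6-point titration, ~60 µM downward; luminescence read.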
# FBPA coupling cs: counter-screen for Giardia aldolase inhibitors: coupling enzyme system; coupling enzyme system counterscreen, AmpLite Red fluorescence; activity change, negative = inhibition, % at 58.2 µM, hits read low; 290,000 tested, 0.67% active; in the data active = activity change below about -30%; note: % is set by controls: 0 for no effect and ±100 for the full control effect
#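 Coupling enzymes only (glyceraldehyde-3-phosphate) + compound, at 57.5 uM final, 10 min RT; add substrate/coupling/AmpLite Red mix, 20 min RT; fluorescence ex 525/em 598 nm. Actives flag coupling-system interference.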
# Rab9 promoter act: activates the Rab9 promoter | AID 485297 | Huh7 Rab9 promoter-luciferase reporter, luminescence, 24 h | Potency, µM (highest dose often 9.22 µM), without a hit: at the top dose activation, negative = inhibition, most hits filed as activators | 320,000 tested, 2.8% active; note: potency is the fitted concentration of half-maximal effect; % of control where 0% means no effect; nearly all actives have a fitted effect of over 60% in size
#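 Luminescence read-out: Huh7 cells stably expressing Rab9-luciferase, treated 24 h with compound at 37 °C, then lysed with luciferase reagent for 10 min at ambient before reading.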
# Giardia killer: kills Giardia lamblia. Giardia lamblia trophozoite viability. 340,000 tested, 0.15% active. activity change, % at 7.66 µM, hits read low; in the data active = activity change below about -80%; inconclusive = between about -30% and that limit;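 note: parasites exposed to compound for two days anaerobically before the ATP read; % is set by controls: 0 for no effect and ±100 for the full control effect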
#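 Each well holds 100 Giardia trophozoites and compound. After two days (48 hrs) at 37 deg C in anaerobic conditions, ATP is quantified by luminescence.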
# uPA generation: inhibitors of cell surface uPA generation | 330,000 tested, 0.31% active | Potency, µM (highest dose often 38.3 µM), without a hit: top-dose activity change, negative = inhibition, hits mostly inhibitors | cell surface uPA generation assay, qHTS; active = well fitted inhibition curve with a large enough effect; inconclusive = small, poorly fitted or top-dose-only effect; inactive = no such curve, though single readings can be large or run the other way; tested in mouse RAW 264.7 cells; note: potency is the fitted concentration of half-maximal effect; % is set by controls: 0 for no effect and ±100 for the full control effect; nearly all actives have a fitted effect of over 55% in size
# NPC1 promoter act: activators of NPC1 promoter | Potency, µM (top dose mostly 9.22 µM), without a hit: top-dose activation, usual class: activators | Huh7 NPC1 promoter luciferase reporter, 24 h | 320,000 tested, 2.4% active;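 note: potency is the fitted concentration of half-maximal effect; % of control where 0% means no effect; nearly all actives have a fitted effect of over 60% in size; reporter is driven by a mutant NPC1 promoter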
#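 Huh7 cells stably carrying NPC1 promoter–luciferase, plated in Opti-MEM with 10% FBS for 2 h, were exposed to compound in DMSO for 24 h at 37 °C; luciferase reagent was added for 10 min and luminescence read.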
# RORgamma inh: inhibitors of mouse ROR gamma transcriptional activity | 310,000 tested, 5.4% active | P51450 | Potency, µM (doses to about 53.6 µM), for inactives: top-dose activity change, negative = inhibition, most hits filed as inhibitors | AID 2551 | Drosophila S2 Gal4-RORgamma UAS-luciferase reporter, 20 h; note: potency is the fitted concentration of half-maximal effect; % is set by controls: 0 for no effect and ±100 for the full control effect; nearly all actives have a fitted effect of over 60% in size
# Target sequence (P51450 whole entry, looked up, the tested form may be a part): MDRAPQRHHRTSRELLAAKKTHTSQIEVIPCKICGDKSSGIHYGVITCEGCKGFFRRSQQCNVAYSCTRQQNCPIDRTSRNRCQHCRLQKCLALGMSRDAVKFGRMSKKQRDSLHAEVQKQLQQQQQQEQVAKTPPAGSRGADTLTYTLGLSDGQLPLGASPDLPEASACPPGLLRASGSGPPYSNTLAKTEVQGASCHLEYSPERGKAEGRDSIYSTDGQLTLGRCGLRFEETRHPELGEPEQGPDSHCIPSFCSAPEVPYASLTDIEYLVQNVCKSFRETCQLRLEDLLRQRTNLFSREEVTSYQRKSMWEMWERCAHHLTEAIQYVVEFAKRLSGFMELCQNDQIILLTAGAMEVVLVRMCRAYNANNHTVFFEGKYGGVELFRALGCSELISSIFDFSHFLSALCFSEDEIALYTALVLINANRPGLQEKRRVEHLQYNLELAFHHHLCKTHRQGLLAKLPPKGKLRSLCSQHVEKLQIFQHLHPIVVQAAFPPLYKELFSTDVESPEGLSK
#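 A Gal4/UAS one-hybrid system in insect cells: metallothionein-promoter Gal4–ROR gamma fusion plus Photinus luciferase reporter. Copper sulfate 700 uM final, 20 hr ambient incubation, luminescent detection after 10 min with reagent.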
# Starred values were filed as active, the others as inactive; ? = inconclusive; nt = no result given; [ ] = another dose, or the depositor's remark. Unless noted, calls come from the whole dose curve; as a rule, active = well fitted curve in the direction sought with a large enough effect; inconclusive = small, poorly fitted or top-dose-only effect, or another doubt; inactive = no such curve, though single readings can be large; an effect the other way counts as inactive or inconclusive.
1: O=C(Nc1ccccc1OC(=O)N1CCCCC1)N1CCCCC1
2: CN1CCN(c2ncnc3nc[nH]c23)CC1
3: CCN(CC)c1ccc(N=Cc2c(O)[nH]c(=O)[nH]c2=O)cc1
4: COCCNC(=O)CN1C(=O)C(C)N=C(c2ccccc2)c2cc(Cl)ccc21 (configuration not stated)
5: C[C@]12CC[C@@H](O)CC1=CC(=O)C1C2CC[C@]2(C)C(=O)CCC12 (some centres not stated)
6: O=C1CC(=O)N(c2cccc(Br)c2)C(=O)N1
7: COc1cc(OC)c(C=O)c(OC(=O)N(C)C)c1
8: NNC(N)=O

Compound	1	2	3	4	5	6	7	8
VP16 counter	4%	-20%	?	0%	nt	-1%	2%	0%
KCNH2 3.1 block	6	-17	-26	8	-8	-4	7	3
ELG1 genotoxic	-1%	-3%	1%	-2%	0%	-2%	-1%	9%
Tb PFK block	-6%	-4%	-1%	4%	0%	15%	-2%	0%
FLuc modulator	-2%	-2%	?	0%	nt	1%	-1%	4%
FBPA coupling cs	4	5	-1	1	nt	1	3	nt
Rab9 promoter act	-3%	-5%	18%	0%	nt	1%	3%	-5%[46.1 µM]
Giardia killer	-10	-13	8	-13	-2	0	-8	17
uPA generation	0%	5%	?	2%	3%	3%	9%	2%
NPC1 promoter act	8%	8%	11%	1%	nt	0%	-1%	6%[46.1 µM]
RORgamma inh	37%	-4%	?	0%	nt	10%	-12%	-19%

9: O=C1NC(=S)NC(=O)C1=Cc1ccc(OCC(=O)N2CCCC2)cc1
10: CCOc1ccc(N=Cc2c(O)n(CCc3ccc(OC)c(OC)c3)c(=O)[nH]c2=O)cc1
11: CCCCCn1c(N)c(C(=O)NCc2cccs2)c2nc3ccccc3nc21
12: C=CCN1C(=O)NC(=O)/C(=C/c2ccc(OCC(=O)Nc3ccc(C)cc3)cc2)C1=O
13: Cc1nn(C2CCOC(C)(C)C2)c2c1C(c1ccc(OC(C)C)cc1)SCC(=O)N2 (configuration not stated)
14: CC1(C)NCCN2C(=O)CSC21 (configuration not stated)
15: CCc1ccc(NC(=O)c2cc(S(=O)(=O)N3CCCC3)c[nH]2)cc1
16: COC(=O)c1ccc(NC(=O)NC(=O)Oc2ccccc2)cc1

Compound	9	10	11	12	13	14	15	16
VP16 counter	-3%	-2%	-18%	5%	-1%	2%	-7%	nt
KCNH2 3.1 block	-14	-5	-19	9	8	-2	-5	6
ELG1 genotoxic	9%	-4%	0%	15%	-2%	2%	-6%	5%
Tb PFK block	?	-3%	4%	?	2%	1%	-7%	0%
FLuc modulator	-18%	0%	2%	21µM*	-2%	-1%	-15%	1%
FBPA coupling cs	nt	0	-17	-2	-3	4	0	nt
Rab9 promoter act	0%	-7%	8%	5%	0%	1%	-1%	-3%
Giardia killer	-10	3	5	-1	11	-27	-3	-6
uPA generation	7%	1%	nt	0%	nt	0%	?	1%
NPC1 promoter act	-3%	-4%	-7%	-2%	-1%	9%	0%	2%
RORgamma inh	12%	-1%	27%	0%	-4%	41%	2%	nt

17: O=C(N/N=C/c1cc(Br)c(Br)s1)c1ccncc1
18: O=C(CCl)Nc1nccs1
19: NC(Cc1ccccc1)Cc1ccccc1
20: O=C(OCC(=O)c1ccc([N+](=O)[O-])cc1)/C(=C\c1ccc(Cl)cc1)NC(=O)c1ccccc1
21: O=P(C(=Nc1ccc(Cl)cc1)N1CCOCC1)(N1CCOCC1)N1CCOCC1
22: COc1ccc2c(c1)CC1(CN2C)C(=O)NC(=O)N(CCc2ccccc2)C1=O (configuration not stated)
23: CC(c1ccccc1)n1cncc1C(=O)O (configuration not stated)
24: N=C1c2ccccc2CN1NC(=O)c1ccc(Br)cc1

Compound	17	18	19	20	21	22	23	24
VP16 counter	1µM*	13µM*	-14%	-4%	-11%	-1%	-1%	8%
KCNH2 3.1 block	0	-5	9	3	2	-95*	5	-30
ELG1 genotoxic	0%	-17%	0%	3%	-2%	1%	1%	1%
Tb PFK block	5%	-4%	-5%	-14%	-2%	0%	3%	-2%
FLuc modulator	-12%	0%	1%	?	3%	-15%	4%	-10%
FBPA coupling cs	2	7	2	-1	5	-3	0	0
Rab9 promoter act	-12%	-7%	1%	-5%	-9%	3%	2%	-5%
Giardia killer	1	29	5	-13	12	-3	-28	-9
uPA generation	-9%	?	5%	-6%	-2%	nt	5%	3%
NPC1 promoter act	-16%	-14%	-5%	1%	-2%	-3%	0%	-1%
RORgamma inh	0.56µM*	?	13%	25%	-6%	28%	35%	9%

# One compound at a time, as listed above. Order of screens: VP16 counter	KCNH2 3.1 block	ELG1 genotoxic	Tb PFK block	FLuc modulator	FBPA coupling cs	Rab9 promoter act	Giardia killer	uPA generation	NPC1 promoter act	RORgamma inh
# `COc1ccc2c(c1)CC1(CN2C)C(=O)NC(=O)N(CCc2ccccc2)C1=O` (configuration not stated) across the screens: -1%	-95*	1%	0%	-15%	-3	3%	-3	nt	-3%	28%
# `CC(c1ccccc1)n1cncc1C(=O)O` (configuration not stated) across the screens: -1%	5	1%	3%	4%	0	2%	-28	5%	0%	35%
# `N=C1c2ccccc2CN1NC(=O)c1ccc(Br)cc1` across the screens: 8%	-30	1%	-2%	-10%	0	-5%	-9	3%	-1%	9%

# Next structures follow.
25: Cc1ccccc1OCCC(=O)Nc1ccc(S(=O)(=O)N(C)C2CCN(C)CC2)cc1
26: CC(=O)N1N=C2C3CCN(CC3)C2C1c1cccc2ccccc12 (configuration not stated)
27: Fc1ccccc1CCNCc1cccc2ccccc12
28: Cc1ccc(-n2c(/C=C/c3ccccn3)nc3ccccc3c2=O)cc1
29: CC12CC[C@H]3[C@@H](CCC4(O)C[C@H](O)CCC34/C=N/NC(=O)c3ccccc3O)C1(O)CCC2C1=CC(=O)OC1 (some centres not stated)
30: COP(=O)(OC)C(NC(=O)C(C)(C)C)=C(Cl)Cl
31: O=[N+]([O-])c1cc(-n2cnnn2)c(O)c([N+](=O)[O-])c1
32: CCCCCCN1CCN(c2ccc(Cl)cc2)CC1

Compound	25	26	27	28	29	30	31	32
VP16 counter	nt	-14%	20µM*	-7%	-4%	5%	0%	7%
KCNH2 3.1 block	-4	4	2	-14	-11	18	-11	-5
ELG1 genotoxic	17%	1%	-2%	-5%	-13%	-3%	-4%	4%
Tb PFK block	0%	-2%	-11%	0%	0%	2%	0%	0%
FLuc modulator	5%	4%	-6%	-3%	27µM*	6%	-1%	-2%
FBPA coupling cs	nt	4	0	-4	-1	0	18	-2
Rab9 promoter act	-1%	0%	-3%	-4%	-8%	-3%	-5%	4%
Giardia killer	-2	31[activator]	9	6	-1	-3	1	-22
uPA generation	?	-1%	8%	3%	-3%	5%	3%	0%
NPC1 promoter act	-2%	0%	2%	-1%	7%	0%	-1%	-4%
RORgamma inh	nt	23%	?	15%	-36%	-20%	19%	-11%

33: Cc1nn(Cc2c(Cl)cccc2Cl)c(Cl)c1C(=O)O
34: C=CCn1c(O)c(/C=N/NC(=O)c2ccncc2)c(=O)[nH]c1=O
35: NC(=O)CSP(=O)(c1ccccc1)c1ccccc1
36: CC(C)C(=O)Nc1ccc(S(=O)(=O)N2CC3CC(C2)c2cccc(=O)n2C3)cc1 (configuration not stated)
37: COC(=O)C1=C(c2ccc(-c3ccccc3)c(F)c2)C[C@@H]2CC[C@H]1N2C(=O)N1CCCCC1
38: CC1CCCCN1C(=O)c1ccc(N2CC3CC(C2)c2cccc(=O)n2C3)c([N+](=O)[O-])c1 (configuration not stated)
39: COC(=O)C1=C(c2ccc(C(C)=O)cc2)C[C@@H]2CC[C@H]1N2C(=O)NCc1ccc2c(c1)OCO2
40: C[C@@H]1CN([C@@H](C)CO)C(=O)c2cc(NC(=O)CCC(F)(F)F)ccc2O[C@H]1CN(C)Cc1ccc(Cl)c(Cl)c1
41: COc1cc2c(cc1OC)-c1c(OC)c(OC)cc3c1C(C2)N(C)CC3 (configuration not stated)

Compound	33	34	35	36	37	38	39	40	41
VP16 counter	-7%	-4%	nt	-2%	nt	9%	nt	nt	3%
KCNH2 3.1 block	-2	4	14	-10	-23	-2	-6	-12	15
ELG1 genotoxic	-3%	0%	-4%	2%	-1%	-4%	2%	-5%	9%
Tb PFK block	0%	2%	-10%	-20%	0%	0%	-10%	1%	-3%
FLuc modulator	-3%	-1%	0%	-2%	1%	2%	6%	nt	-1%
FBPA coupling cs	0	-1	0	2	nt	-1	nt	nt	-42*
Rab9 promoter act	-1%	-5%	0%	-5%	-27%	-1%	-9%	nt	9%
Giardia killer	-8	?	3	-4	0	-15	12	?	-7
uPA generation	3%	5%	nt	27%	-9%	0%	9%	?	-26%
NPC1 promoter act	1%	2%	-1%	3%	-18%	-1%	-10%	nt	1%
RORgamma inh	16%	-33%	6%[0.365 µM]	-38%	nt	-1%	nt	nt	-42%

# The list is partial; the hit share may differ from the screen's.
